From PubChem
SRC2 inh = human SRC2 (NCOA2) inhibition; Q15596; HEK293 GAL4-SRC2 luciferase reporter, luminescence; inhibition, % at 9 µM; 0.17% of 370,000 active; AID 651957;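 active = inhibition above the mean inhibition of all tested compounds plus 3 SD, set per campaign, cut at about 52% in these data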;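 also: 0% = DMSO treated cells and 100% = cells given Gossypol at 36 µM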
ABCB6 inh MLPCN = blocks the human ABCB6 transporter; 0.19% of 360,000 active; K562-ABCB6 porphyrin accumulation, flow cytometry, 1 h; active compounds read low; fluorescence ratio to DMSO, % at 10 µM;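 active = fluorescence ratio to DMSO below 75%, the collection mean minus 3 SD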;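 also: signal is porphyrin accumulated inside mitochondria; 100% equals median channel fluorescence of DMSO control wells; lower ratio means ABCB6 inhibition with less porphyrin fluorescence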
Cardio protect = myocardial damage modulation in H9c2 cells; 0.63% of 360,000 active; protection from H2O2 cell death, % at 20 µM; H9c2 cardiomyocytes, H2O2 injury protection, ATPLite, 2 h; AID 588492;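 active = compounds giving at least 50% protection of heart cells from peroxide-induced death in the single-dose screen, raw or plate-pattern-corrected value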;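 also: 0% = DMSO wells with peroxide and 100% = DMSO wells without peroxide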
NOD2 RIPK2 PPI = inhibitors of human NOD2-RIPK2 interaction; O43353; CHO BLA complementation NOD2-RIPK2, CCF4 ratio; inhibition, % at 4.98 µM; 0.38% of 360,000 active; AID 624267; in the data active = inhibition above about 21%;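 also: 0% = vehicle only and 100% = reference blocker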
Target sequence (O43353 whole entry, looked up): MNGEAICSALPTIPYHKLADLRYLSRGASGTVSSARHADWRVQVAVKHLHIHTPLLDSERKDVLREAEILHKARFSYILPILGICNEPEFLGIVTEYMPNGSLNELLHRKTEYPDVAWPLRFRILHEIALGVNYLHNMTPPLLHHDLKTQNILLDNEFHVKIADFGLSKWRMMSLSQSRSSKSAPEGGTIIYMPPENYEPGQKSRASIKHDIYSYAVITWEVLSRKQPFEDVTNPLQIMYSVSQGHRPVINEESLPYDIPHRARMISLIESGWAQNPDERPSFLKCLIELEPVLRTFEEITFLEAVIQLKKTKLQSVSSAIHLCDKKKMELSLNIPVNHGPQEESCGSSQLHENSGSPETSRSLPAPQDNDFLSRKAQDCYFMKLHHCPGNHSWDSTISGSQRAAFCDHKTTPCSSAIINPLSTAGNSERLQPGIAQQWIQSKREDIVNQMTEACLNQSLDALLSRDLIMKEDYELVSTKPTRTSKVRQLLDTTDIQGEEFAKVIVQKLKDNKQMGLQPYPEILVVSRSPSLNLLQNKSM
MC4R antagonist = human MC4R antagonism in cAMP assay | MC4R-expressing cells, MTII-stimulated cAMP, LANCE TR-FRET | 0.48% of 360,000 active | inhibition, % at 6.5 µM | AID 540295 | P32245;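 active = inhibition above its plate's cutoff, the mean of tested wells on that plate plus 3 SD, cut at about 29% in these data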;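 also: 0% = Melanotan II alone and 100% = Melanotan II plus saturating MCL0020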
Target sequence (P32245 whole entry, looked up): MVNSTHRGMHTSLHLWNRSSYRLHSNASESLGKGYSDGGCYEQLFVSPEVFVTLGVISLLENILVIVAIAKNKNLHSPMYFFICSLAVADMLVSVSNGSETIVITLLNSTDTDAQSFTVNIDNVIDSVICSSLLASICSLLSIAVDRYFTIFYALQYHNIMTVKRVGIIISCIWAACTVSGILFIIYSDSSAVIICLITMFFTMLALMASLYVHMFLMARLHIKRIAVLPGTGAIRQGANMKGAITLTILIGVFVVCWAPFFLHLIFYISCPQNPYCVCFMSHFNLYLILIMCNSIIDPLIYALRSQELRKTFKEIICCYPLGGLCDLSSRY
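Assay system: human MC4R-expressing U2OS cells; reagent: Melanotan II stimulation of cells; dosing: 6.5 µM single dose; timing: compound 30 min, challenge 1 h, detection 1 h; signal: TR-FRET cAMP assay; replicates: one well per compound, no replicates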
TLR9-MyD88 block = blocks human TLR9 binding to MyD88 | 0.21% of 340,000 active | CHO BLA complementation TLR9-MyD88, CCF4 FRET ratio | inhibition, % at 4.98 µM | AID 504734 | Q9NR96+Q99836;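 active = inhibition above the mean over all tested compounds plus 3 SD, cut at about 21% in these data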;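 also: 0% = DMSO only wells and 100% = clavulanate BLA inhibitor control wells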
ABHD5-PLIN5 inh = inhibitors of human ABHD5-perilipin-5 interaction | Q00G26+Q8WTS1 | Split G. princeps luciferase complementation, luminescence, 4 h | inhibition, % at 4 µM | 0.78% of 360,000 active | AID 602281;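 active = inhibition above the mean inhibition across every tested compound plus 3 SD, cut at about 22% in these data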;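 also: 0% = DMSO only wells and the 100% control is not disclosed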
MC4R barr agon = agonists of human melanocortin 4 receptor (MC4R) beta-arrestin. AID 540308. 0.98% of 360,000 active. U2OS MC4R beta-arrestin complementation, luminescence; percent of melanotan II response, DMSO zero. P32245. activation, % at 8.9 µM;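 active = activation above a per-plate cutoff, the mean activation of sample wells on that plate plus 3 SD, cut at about 8% in these data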
Glyco luc inh = blocks N-linked glycosylation in D54 reporter cells; reporter increase, % at 12.5 µM; D54 ERlucT glycosylation luciferase reporter, 24 h; percent of 100 nM tunicamycin response; 0.23% of 360,000 active; AID 588692;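 active = mean luciferase reporter signal, scaled so untreated is 0 and the glycosylation-blocking control 100, at or above a set limit in every replicate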;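 also: luciferase carries N-glycosylation sites so blocking glycosylation raises the light; 0% = median of neutral control wells and 100% = median of 100 nM tunicamycin wells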
m5-HT2A agonist = activates the mouse 5-HT2A serotonin receptor; activation, % at 7.6 µM; P35363; CHO-K1 mHTR2A beta-arrestin complementation, luminescence; percent of 30 µM serotonin response; 0.66% of 360,000 active; AID 624169;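 active = activation above a run cutoff, the mean activation of all tested compounds plus 3 SD, cut at about 14% in these data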;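 also: 0% = plate median of compound wells and 100% = 30 µM serotonin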
The depositor's hits bear a star. Only part of the results is shown (hit frequency here may not be typical).

Screening COc1ccc2c(c1)C1(C)CCN(C)CC(C1)C2O (stereo unspecified) returned SRC2 inh 15, ABCB6 inh MLPCN 101, Cardio protect 3, NOD2 RIPK2 PPI -3, MC4R antagonist 3, TLR9-MyD88 block -5, ABHD5-PLIN5 inh 7, MC4R barr agon 0.7, Glyco luc inh -2 and m5-HT2A agonist 10.
For C/C(=N\NP(=S)(c1ccccc1)c1ccccc1)c1ccc(O)cc1O the results were SRC2 inh 25, ABCB6 inh MLPCN 94, Cardio protect -3, NOD2 RIPK2 PPI -12, MC4R antagonist 1, TLR9-MyD88 block -5, ABHD5-PLIN5 inh 6, MC4R barr agon 1.0, Glyco luc inh -1 and m5-HT2A agonist -6.
Screening c1cnc(N2CCNCC2)nc1 returned SRC2 inh 9, ABCB6 inh MLPCN 96, Cardio protect 10, NOD2 RIPK2 PPI -1, MC4R antagonist 3, TLR9-MyD88 block -3, ABHD5-PLIN5 inh 5, MC4R barr agon -0.7, Glyco luc inh 0 and m5-HT2A agonist 0.
Screening COc1ccccc1-n1c(O)c(C=Nc2c(C)n(C)n(-c3ccccc3)c2=O)c(=O)[nH]c1=O returned SRC2 inh -4, ABCB6 inh MLPCN 98, Cardio protect 3, NOD2 RIPK2 PPI -1, MC4R antagonist 13, TLR9-MyD88 block -14, ABHD5-PLIN5 inh 3, MC4R barr agon 0.7, Glyco luc inh 1 and m5-HT2A agonist 1.
`CC1(c2ccc(Cl)cc2Cl)OCC(Cn2cncn2)O1` (stereo unspecified) gave SRC2 inh 3, ABCB6 inh MLPCN 92, Cardio protect -2, NOD2 RIPK2 PPI 5, MC4R antagonist -9, TLR9-MyD88 block -4, ABHD5-PLIN5 inh 0, MC4R barr agon -1.7, Glyco luc inh -2 and m5-HT2A agonist -1.
For Oc1ccc(C2=CCNCC2)cc1O the results were SRC2 inh -26, ABCB6 inh MLPCN 99, Cardio protect 7, NOD2 RIPK2 PPI -8, MC4R antagonist -12, TLR9-MyD88 block -2, ABHD5-PLIN5 inh -8, MC4R barr agon 0.7, Glyco luc inh 0 and m5-HT2A agonist 36*.
Screening CCOC(=O)CC1c2ccccc2-n2nncc2CN1Cc1ccc(OC)cc1 (stereo unspecified) returned SRC2 inh 8, ABCB6 inh MLPCN 99, Cardio protect -6, NOD2 RIPK2 PPI -10, MC4R antagonist 7, TLR9-MyD88 block -4, ABHD5-PLIN5 inh 9, MC4R barr agon -0.9, Glyco luc inh -1 and m5-HT2A agonist 4.
For O=C1NCN(c2ccccc2)C12CCN(C(CCc1ccccc1)c1nnnn1-c1ccc3c(c1)OCCO3)CC2 (stereo unspecified) the results were SRC2 inh -1, ABCB6 inh MLPCN 93, Cardio protect -1, NOD2 RIPK2 PPI 0, ABHD5-PLIN5 inh -1, Glyco luc inh 1 and m5-HT2A agonist 0.
For CN(C)CCN=Cc1c(O)n(-c2cccc(C(F)(F)F)c2)c(=O)[nH]c1=O the results were SRC2 inh 11, ABCB6 inh MLPCN 97, Cardio protect -1, NOD2 RIPK2 PPI -11, MC4R antagonist 11, TLR9-MyD88 block -2, ABHD5-PLIN5 inh 1, MC4R barr agon 1.3, Glyco luc inh 1 and m5-HT2A agonist 6.
Screening CN1CCCN(C(=O)COc2ccc(Br)cc2)CC1 returned SRC2 inh -23, ABCB6 inh MLPCN 89, Cardio protect 1, NOD2 RIPK2 PPI 3, MC4R antagonist -6, TLR9-MyD88 block -2, ABHD5-PLIN5 inh 1, MC4R barr agon -2.2, Glyco luc inh 0 and m5-HT2A agonist -7.
`Cc1nn(-c2ccccc2)c2c1CC1(C(=O)N(C)C(=O)N(C)C1=O)C1CCCCN21` (stereo unspecified) gave SRC2 inh 2, ABCB6 inh MLPCN 105, Cardio protect 12, NOD2 RIPK2 PPI -19, MC4R antagonist 8, TLR9-MyD88 block -3, ABHD5-PLIN5 inh 0, MC4R barr agon -1.6, Glyco luc inh 0 and m5-HT2A agonist -1.
For COc1ccc(Cn2c(N)c(C(=O)NCc3ccco3)c3nc4ccccc4nc32)cc1OC the results were SRC2 inh 18, ABCB6 inh MLPCN 102, Cardio protect 3, NOD2 RIPK2 PPI 3, MC4R antagonist -9, TLR9-MyD88 block -5, ABHD5-PLIN5 inh 5, MC4R barr agon 0.6, Glyco luc inh 7 and m5-HT2A agonist 5.
Screening COc1ccc(OC)c(N2C(=O)NC(=O)C(CCc3ccncc3)(CCc3ccncc3)C2=O)c1 returned SRC2 inh -1, ABCB6 inh MLPCN 93, Cardio protect 8, NOD2 RIPK2 PPI -1, MC4R antagonist 4, TLR9-MyD88 block -5, ABHD5-PLIN5 inh 6, MC4R barr agon 0.4, Glyco luc inh 3 and m5-HT2A agonist 2.
`CCc1ccc(N2C(=O)NC(=O)C(CCc3ccncc3)(CCc3ccncc3)C2=O)cc1` gave SRC2 inh -12, ABCB6 inh MLPCN 90, Cardio protect 6, NOD2 RIPK2 PPI 1, MC4R antagonist -2, TLR9-MyD88 block 1, ABHD5-PLIN5 inh -3, MC4R barr agon -1.4, Glyco luc inh 3 and m5-HT2A agonist -1.
`Cc1ccccc1NC(=S)NC(NC(=O)CF)C(Cl)(Cl)Cl` (stereo unspecified) gave SRC2 inh -3, ABCB6 inh MLPCN 104, Cardio protect 15, NOD2 RIPK2 PPI -3, MC4R antagonist 10, TLR9-MyD88 block 2, ABHD5-PLIN5 inh 0, MC4R barr agon -1.4, Glyco luc inh 10 and m5-HT2A agonist 7.
For CCC(C)n1c(O)c(/C=N/Nc2nc3c(c(=O)n(C)c(=O)n3C)n2C)c(=O)[nH]c1=S (stereo unspecified) the results were SRC2 inh 22, ABCB6 inh MLPCN 98, Cardio protect 47, NOD2 RIPK2 PPI 6, MC4R antagonist 17, TLR9-MyD88 block 2, ABHD5-PLIN5 inh -17, MC4R barr agon 0.8, Glyco luc inh 1 and m5-HT2A agonist -7.
`CC1CCCN(CC(=O)c2ccc(Cl)c(Cl)c2)C1` (stereo unspecified) gave SRC2 inh -2, ABCB6 inh MLPCN 101, Cardio protect 0, NOD2 RIPK2 PPI -6, MC4R antagonist 14, TLR9-MyD88 block -5, ABHD5-PLIN5 inh 4, MC4R barr agon -1.9, Glyco luc inh 1 and m5-HT2A agonist -3.
`C/C(=N\Nc1ccccc1)c1c(O)n(Cc2ccccc2)c(=O)[nH]c1=O` gave SRC2 inh -24, ABCB6 inh MLPCN 98, Cardio protect -5, NOD2 RIPK2 PPI 4, MC4R antagonist -2, TLR9-MyD88 block 1, ABHD5-PLIN5 inh 0, MC4R barr agon -1.1, Glyco luc inh 0 and m5-HT2A agonist -3.
Screening COc1cc([N+](=O)[O-])c2ncccc2c1[N+](=O)[O-] returned ABCB6 inh MLPCN 113, Cardio protect -6, NOD2 RIPK2 PPI -3, ABHD5-PLIN5 inh 4, Glyco luc inh 16 and m5-HT2A agonist 5.
C=CCN1CC[C@]23c4c5ccc(O)c4OC2C(O)CC[C@@]3(O)[C@H]1C5 (stereo partly specified) was read as SRC2 inh 12, ABCB6 inh MLPCN 95, Cardio protect 11, NOD2 RIPK2 PPI 4, MC4R antagonist 7, TLR9-MyD88 block 0, ABHD5-PLIN5 inh 2, MC4R barr agon -0.5, Glyco luc inh 4 and m5-HT2A agonist 4.
Screening c1ccc(CCNCc2cccnc2)cc1 returned SRC2 inh -8, ABCB6 inh MLPCN 97, Cardio protect 4, NOD2 RIPK2 PPI 7, MC4R antagonist 8, TLR9-MyD88 block 3, ABHD5-PLIN5 inh 5, MC4R barr agon -1.2, Glyco luc inh 1 and m5-HT2A agonist 5.
For CCN1CCN(S(=O)(=O)c2cnc(Cl)c(Br)c2)CC1 the results were SRC2 inh -24, ABCB6 inh MLPCN 92, Cardio protect -2, NOD2 RIPK2 PPI 10, MC4R antagonist 12, TLR9-MyD88 block 4, ABHD5-PLIN5 inh -4, MC4R barr agon -1.8, Glyco luc inh -4 and m5-HT2A agonist 0.
O=C(CN1CC(c2ccccc2)CC1=O)Nc1ccccc1 (stereo unspecified) was read as SRC2 inh 12, ABCB6 inh MLPCN 102, Cardio protect 4, NOD2 RIPK2 PPI -2, MC4R antagonist 4, TLR9-MyD88 block 0, ABHD5-PLIN5 inh 4, MC4R barr agon -1.9, Glyco luc inh 2 and m5-HT2A agonist -4.
Screening O=C(Nc1cccc(Cl)c1)N1C[C@H]2C[C@@H](C1)c1cccc(=O)n1C2 returned SRC2 inh 1, ABCB6 inh MLPCN 97, Cardio protect 0, NOD2 RIPK2 PPI 3, MC4R antagonist 3, TLR9-MyD88 block -4, ABHD5-PLIN5 inh -4, MC4R barr agon -1.7, Glyco luc inh 1 and m5-HT2A agonist -4.
`O=C(Cn1nc(Cc2cccnc2)c2ccccc2c1=O)N1CCC2(CC1)OCCO2` gave SRC2 inh -24, ABCB6 inh MLPCN 100, Cardio protect 0, NOD2 RIPK2 PPI -4, MC4R antagonist 2, TLR9-MyD88 block 5, ABHD5-PLIN5 inh 6, MC4R barr agon -0.6, Glyco luc inh -1 and m5-HT2A agonist 0.
`COCCOC(=O)c1c(N)n(Cc2ccco2)c2nc3ccccc3nc12` gave SRC2 inh 3, ABCB6 inh MLPCN 103, Cardio protect 8, NOD2 RIPK2 PPI 5, MC4R antagonist 12, TLR9-MyD88 block -1, ABHD5-PLIN5 inh 10, MC4R barr agon 1.2, Glyco luc inh 7 and m5-HT2A agonist 5.
`CN1C(=O)N(C)C(=O)C2(Cc3cc(NC(=O)c4ccccc4Cl)ccc3N3CCCC32)C1=O` (stereo unspecified) gave SRC2 inh -8, ABCB6 inh MLPCN 101, Cardio protect 4, NOD2 RIPK2 PPI -4, MC4R antagonist -3, TLR9-MyD88 block 4, ABHD5-PLIN5 inh 5, MC4R barr agon -1.6 and m5-HT2A agonist 14.
`Cc1cccc(C)c1N1CCN(c2c(C)cccc2C)CC1` gave SRC2 inh 8, ABCB6 inh MLPCN 100, Cardio protect 1, NOD2 RIPK2 PPI 1, MC4R antagonist 1, TLR9-MyD88 block -13, ABHD5-PLIN5 inh -4, MC4R barr agon -1.8, Glyco luc inh 1 and m5-HT2A agonist 4.
CCc1ccc(CN2CCCC(C(=O)c3sccc3C)C2)o1 (stereo unspecified) was read as SRC2 inh 2, ABCB6 inh MLPCN 105, Cardio protect 5, NOD2 RIPK2 PPI 9, MC4R antagonist -4, TLR9-MyD88 block -7, ABHD5-PLIN5 inh -6, MC4R barr agon 0.9, Glyco luc inh -1 and m5-HT2A agonist -4.
`CC(=NCC1CCCO1)c1c(O)n(-c2ccccc2C)c(=O)[nH]c1=O` (stereo unspecified) gave SRC2 inh -8, ABCB6 inh MLPCN 100, Cardio protect 5, NOD2 RIPK2 PPI 3, MC4R antagonist 0, TLR9-MyD88 block 3, ABHD5-PLIN5 inh -4, MC4R barr agon -3.0, Glyco luc inh 1 and m5-HT2A agonist -3.
`COc1ccc(-n2c(O)c(C(C)=NCCN3CCNCC3)c(=O)[nH]c2=O)cc1` gave SRC2 inh 15, ABCB6 inh MLPCN 97, Cardio protect 1, NOD2 RIPK2 PPI 3, MC4R antagonist 0, TLR9-MyD88 block -3, ABHD5-PLIN5 inh 5, MC4R barr agon -2.6, Glyco luc inh -1 and m5-HT2A agonist 4.
